Compound activity (PubChem)
OX1R FRET antag = antagonists of human orexin 1 receptor (OX1R) | OX1R-expressing cells, FRET antagonist read-out | inhibition, % at 6.6 µM | hit rate 1.8% among 330,000; in the data active means inhibition mostly above about 38%, no sharp cut-off; inactive means mostly below about 40%;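 further: 0% = agonist challenge alone and 100% = reference antagonist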
Target sequence (O43613 whole entry, looked up): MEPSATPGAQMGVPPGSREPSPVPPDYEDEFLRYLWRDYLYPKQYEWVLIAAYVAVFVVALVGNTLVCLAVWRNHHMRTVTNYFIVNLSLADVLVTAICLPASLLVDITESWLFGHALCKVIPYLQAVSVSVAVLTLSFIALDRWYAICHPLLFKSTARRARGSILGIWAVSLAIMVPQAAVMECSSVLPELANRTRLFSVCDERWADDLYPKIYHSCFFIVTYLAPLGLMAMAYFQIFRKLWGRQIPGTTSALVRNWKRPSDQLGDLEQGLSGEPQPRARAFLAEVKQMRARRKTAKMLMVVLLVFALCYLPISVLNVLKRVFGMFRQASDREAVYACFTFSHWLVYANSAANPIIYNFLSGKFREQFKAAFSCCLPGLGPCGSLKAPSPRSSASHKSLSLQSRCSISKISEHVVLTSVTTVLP
STK33 inh = inhibitors of purified STK33 kinase, primary screen, biochemical, ADP-Glo luminescence, homogeneous, cell-free; MBP phosphorylation; hit rate 0.073% among 320,000; inhibition, % at 10 µM; Serine/threonine-protein kinase 33 (Homo sapiens), Q9BYT3;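 active means inhibition at or above 25%, using the most active replicate where run in duplicate; inactive means inhibition below 25%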
Target sequence (Q9BYT3 whole entry, looked up): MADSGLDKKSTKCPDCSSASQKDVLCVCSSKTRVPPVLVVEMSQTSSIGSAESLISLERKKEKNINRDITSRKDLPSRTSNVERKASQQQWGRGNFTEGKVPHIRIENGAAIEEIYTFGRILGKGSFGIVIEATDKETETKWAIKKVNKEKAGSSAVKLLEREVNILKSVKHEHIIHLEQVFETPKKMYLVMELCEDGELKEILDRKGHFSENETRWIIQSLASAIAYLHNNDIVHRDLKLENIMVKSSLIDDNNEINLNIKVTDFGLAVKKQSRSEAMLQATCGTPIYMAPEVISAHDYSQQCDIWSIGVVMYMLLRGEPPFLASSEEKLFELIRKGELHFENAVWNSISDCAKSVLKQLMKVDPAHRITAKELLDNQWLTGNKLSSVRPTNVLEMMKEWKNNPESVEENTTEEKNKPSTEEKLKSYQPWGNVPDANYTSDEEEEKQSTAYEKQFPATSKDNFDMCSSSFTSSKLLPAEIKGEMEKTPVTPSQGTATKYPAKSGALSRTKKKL
The depositor's hits bear a star; nt = no result given.

| smiles | STK33 inh | OX1R FRET antag |
| --- | --- | --- |
| O=C1CC(c2ccco2)CC(O)=C1C=NCCN1CCN(C(=S)Nc2ccccc2)CC1 (configuration not stated) | -2.5 | 8 |
| O=C1CC(c2ccc(Cl)cc2)CC(O)=C1C=NCCN1CCNCC1 (configuration not stated) | -0.5 | 11 |
| COc1cccc(CNC(=S)NC2CCCC2)c1 | -0.1 | 14 |
| Cc1ccc(OC(C)C(=O)Nc2ccc(S(=O)(=O)Nc3cc(C)on3)cc2)cc1 (configuration not stated) | nt | 15 |
| Cc1cc(OCC(=O)Nc2ccncc2)ccc1Cl | 0.6 | 35 |
| CCOC(=O)[C@@H]1[C@H]2COc3ccccc3[C@@H]2N2C(=O)N(c3cccc(C)c3)C(=O)[C@@]12C | -0.7 | 8 |
| Cc1ccc(C(=O)Oc2ccc(N3C(=O)CCC3=O)c(C)c2)cc1 | -0.7 | 2 |
| COc1ccc(N2CCN(C(=O)CN3C(=O)NC4(CCCc5ccccc54)C3=O)CC2)cc1 (configuration not stated) | -0.5 | -1 |
| CSc1ncc(Cl)c(C(=O)Nc2nnc(SC)s2)n1 | -1.9 | -1 |
| CN1CCN(CC(=O)Nc2ccc([N+](=O)[O-])cc2Br)CC1 | 0.6 | 61 |
| CC(C)CCN1C(=O)c2ccc(C(=O)NCc3ccco3)cc2C1=O | -3.8 | 34 |
| CC1=NN(c2ccc(Br)cc2)C(=O)/C1=C/c1cccs1 | 0.4 | 41 |
| COC(=O)[C@@H](NC(=O)N1CCN(c2cccc(C(F)(F)F)c2)CC1)C(C)C | -1.6 | 11 |
| O=C(CS(=O)(=O)c1cn(CC(=O)N2CCCC2)c2ccccc12)Nc1ccccc1 | -3.4 | 20 |
| O=C(CS(=O)(=O)Cc1ccccc1)Nc1ccc(Cl)cn1 | 0.6 | 19 |
| CCOc1c2ccc(C(=O)NCc3ccc4c(c3)OCO4)cc2nn1CCOC | -0.7 | 19 |
| COCCNC(=O)CN(Cc1ccc(Cl)cc1)S(C)(=O)=O | 0.2 | 10 |
| CCOC(=O)N1CCN(C(=O)CCCCn2c(=S)[nH]c3ccsc3c2=O)CC1 | -2.2 | 7 |
| CC1=NN(C(C#N)c2ccccc2C)C(C)(C)C1 (configuration not stated) | 0.0 | 3 |
| COc1ccc2oc(=O)c(C(=O)OCc3ccccc3)cc2c1 | 1.3 | 7 |

Going on with the list.
| smiles | STK33 inh | OX1R FRET antag |
| --- | --- | --- |
| O=C(CCn1c(=O)[nH]c2ccsc2c1=O)N1CCN(c2ccc([N+](=O)[O-])cc2)CC1 | 0.2 | 23 |
| COc1cc(OC)cc(-c2c(-c3ccc(F)cc3)c3cc(-c4ccc5cc[nH]c5c4)ccc3n2C)c1 | -0.4 | 2 |
| CCC(C)N(C(=O)COC(=O)c1ccc(=O)n(Cc2ccccc2)n1)C1CCS(=O)(=O)C1 (configuration not stated) | 0.1 | 14 |
| C=CCNC(=O)COC(=O)CNC(=O)c1cc(Cl)cc([N+](=O)[O-])c1 | -0.5 | 53 |
| Cc1cc(C)nc(NC(=O)NS(=O)(=O)N2CCCCCC2)n1 | -1.1 | 5 |
| Cc1ccc(N2C(=O)C3C4C=CC(CNC(=S)Nc5ccc(F)cc5)(O4)C3C2=O)cc1 (configuration not stated) | 0.5 | 16 |
| Cc1cnc(C(=O)Nc2nnc(SCc3c(Cl)cccc3Cl)s2)cn1 | -0.5 | 21 |
| COC(=O)c1cc(-c2c(C)oc3cc(OC(C)C)ccc3c2=O)c(C)o1 | -2.4 | 14 |
| Cc1c(NS(=O)(=O)c2cc(C(=O)NCc3cccnc3)cc(Cl)c2Cl)c(=O)n(-c2ccccc2)n1C | 13 | 17 |
| Cc1cc(OCC(=O)N2CCCCCC2)ccc1[N+](=O)[O-] | -2.1 | 24 |
| O=C(CCCc1c[nH]c2ccccc12)Nc1ccc(S(=O)(=O)Nc2ncccn2)cc1 | -2.3 | -4 |
| O=C1CCc2cc(S(=O)(=O)Nc3ccccc3)cc3c2N1CCC3 | 4.7 | 6 |
| Cc1csc(SCC(=O)NC2CCCC2)n1 | -1.1 | 0 |
| CCc1cc2c(NCC3CCCO3)ncnc2s1 (configuration not stated) | -0.1 | 37 |
| CCn1c2ccccc2c(=O)c2ccccc21 | 31* | 67* |
| CC(C)Cn1[nH]c2c3c(ccc2c1=O)C(=O)c1ccccc1C3=O | 6.7 | 135* |
| COC(=O)c1cn(C(=O)c2ccc(C)cc2C)c2ccccc12 | -1.3 | 9 |
| Cc1ccc(-c2nnc(Nc3ccc(C(=O)N(C)C)cc3)c3ccccc23)cc1S(=O)(=O)NCC1CCCO1 (configuration not stated) | -0.6 | 29 |
| COc1ccc(Cn2nnnc2C(CC(C)C)N2CCC(C(N)=O)CC2)cc1 (configuration not stated) | -1.2 | 4 |
| O=C1Nc2ccc(F)cc2C12SCCS2 | 0.7 | 11 |

The list goes on:
| smiles | STK33 inh | OX1R FRET antag |
| --- | --- | --- |
| N#Cc1c(NC(=S)NC(=O)C2CCCC2)sc2c1CCCCC2 | 1.1 | 41 |
| Cc1ccc(CN(C)C(=O)c2cc(S(=O)(=O)N3CCOCC3)ccc2F)o1 | -1.0 | -1 |
| O=C(CCc1nnc(CCCCc2ccccc2)o1)NCc1cc(F)ccc1F | 0.0 | 11 |
| COc1ccc(OC)c(NC(=O)c2cc(OC(C)=O)cc(C(=O)Nc3cc(OC)ccc3OC)c2)c1 | nt | 85* |
| S=C(NCc1cccc(Cl)c1)NCc1ccco1 | 0.4 | nt |
| CC(=O)Nc1ccc(NC(=O)c2nccnc2C(=O)O)cn1 | -1.8 | -8 |
| O=C(Cc1ccccc1)N/N=C/c1cccn1-c1ccc([N+](=O)[O-])cc1 | -1.7 | 20 |
| COc1cc2c(N3CCOCC3)cc(O)c(CC(=O)Nc3ccccc3)c2cc1OC | -1.2 | 20 |
| Cc1ccc(S(=O)(=O)NCCOCCNS(=O)(=O)c2ccc(C)cc2)cc1 | -0.2 | 9 |
| Cc1ccc(C(=O)CCC(=O)Nc2ccc(C)cn2)cc1 | 1.0 | 3 |
| COc1ccc(NC(=O)CCNC(=O)Cn2cnc3ccccc3c2=O)cc1OC | -1.0 | 8 |
| CCCn1c(N)c(C(=O)CSc2nnc(C3CC3)n2-c2ccccc2)c(=O)[nH]c1=O | -1.8 | 2 |
| CC1=Nc2ccccc2N=C(NC(=O)c2ccccc2)C1c1ccccc1 (configuration not stated) | 0.2 | 11 |
| CCN(CC(=O)Nc1c(F)cccc1F)C(=O)CCN1C(=O)C2CCCCC2C1=O (configuration not stated) | -2.6 | 11 |
| COc1cc(NC(=O)c2ccco2)c(OC)cc1NC(=O)Nc1cccc(Cl)c1 | -0.3 | 11 |
| COc1ccc(S(=O)(=O)Nc2ccc3c(c2)C(=O)N([C@@H](C)CO)C[C@H](C)[C@H](CN(C)CC2CC2)O3)cc1 | -0.4 | 4 |
| COc1ccccc1NC(=S)NC(=O)c1ccc(-c2ccc(Cl)cc2)o1 | 0.1 | 16 |
| CCOc1ccc(-n2c(C)cc(/C=N/N(C)C)c2C)cc1 | 0.9 | 41 |
| Cc1nc2nc(SCC(=O)NCc3ccco3)nn2c(C)c1Cc1c(F)cccc1Cl | -0.6 | 18 |
| COc1ccccc1Oc1ccc(N/C=C/C(=O)C(C)(C)C)cc1 | -0.1 | 22 |

Entries shown so far that contain an aryl thioether with sulfur outside any ring, in the order listed:
| smiles | STK33 inh | OX1R FRET antag |
| --- | --- | --- |
| CSc1ncc(Cl)c(C(=O)Nc2nnc(SC)s2)n1 | -1.9 | -1 |
| Cc1cnc(C(=O)Nc2nnc(SCc3c(Cl)cccc3Cl)s2)cn1 | -0.5 | 21 |
| Cc1csc(SCC(=O)NC2CCCC2)n1 | -1.1 | 0 |
| CCCn1c(N)c(C(=O)CSc2nnc(C3CC3)n2-c2ccccc2)c(=O)[nH]c1=O | -1.8 | 2 |
| Cc1nc2nc(SCC(=O)NCc3ccco3)nn2c(C)c1Cc1c(F)cccc1Cl | -0.6 | 18 |

Going on with the list:
| smiles | STK33 inh | OX1R FRET antag |
| --- | --- | --- |
| CC1CCCN(C(=O)CCS(=O)(=O)c2ccc3c(c2)NC(=O)C(C)S3)C1 (configuration not stated) | -0.6 | 0 |
| Cc1cccc(C)c1NC(=O)N1CC(C)OC(C)C1 (configuration not stated) | 0.0 | -5 |
| O=C(CO/N=C1\CCCc2nonc21)Nc1ccc(Br)cc1 | -1.0 | 27 |
| Cc1cc(C)c(C(=O)CSc2nnc(C)c(=O)[nH]2)cc1C | -0.4 | 14 |
| c1cnn(-c2cncc(-n3cccn3)n2)c1 | -0.2 | 21 |
| CC(OC(=O)c1ccccn1)C(=O)Nc1ccc(C(F)(F)F)cc1 (configuration not stated) | -1.6 | 7 |
| O=C(C[C@@H]1C/C=C\C[C@@H](NC(=O)OCC2c3ccccc3-c3ccccc32)C(=O)OCCNC1=O)N[C@@H](CO)Cc1ccccc1 | -1.4 | 18 |
| Cc1cccc(NC(=S)N2CCN(C(=O)c3ccco3)CC2)c1C | 0.2 | 7 |
| Cc1ccc2c(C(=O)CN3CCC(C(N)=O)CC3)c(C)[nH]c2c1 | -0.6 | 8 |
| COc1c(/C=N/NS(=O)(=O)c2ccc(C)cc2)c(CCN(C)C(C)=O)cc2c1OCO2 | 0.9 | 12 |
| CC(CC(=O)OCC(=O)NCc1ccc(Cl)cc1)c1ccccc1 (configuration not stated) | -0.2 | 11 |
| Cc1ccc(C(=O)OCC(=O)N(Cc2ccccc2)C(C)C)cc1C | -0.4 | 36* |
| Cc1cccnc1NC(=O)C12CCC(C)(C(=O)O1)C2(C)C (configuration not stated) | -1.8 | 8 |
| COc1ccc(CNC(=O)c2ccc(Cl)c(NC3=NC4CS(=O)(=O)CC4S3)c2)cc1 (configuration not stated) | -0.6 | 4 |
| O=C(Nc1cccc2ccccc12)C1CCN(C(=O)NCc2ccccc2)CC1 | -0.6 | 7 |
| CCn1c(C)nc([N+](=O)[O-])c1Sc1ccc(F)cc1 | -1.0 | 17 |
| COc1ccc(-c2oc3ccc(-c4cc(OC)c(OC)c(OC)c4)cc3c2C(=O)c2ccc(OC)nc2)cc1 | 13 | 13 |
| CCN1CCN(C(=O)Nc2ccc(OC)cc2OC)CC1 | -1.2 | 12 |
| COc1ccc(-c2noc(CCC(=O)N3CCN(c4cccc(OC)c4)CC3)n2)cc1 | nt | 9 |
| CN1C(=O)/C(=C/c2ccc(OC(=O)c3ccco3)cc2)SC1=S | 0.2 | 23 |

Four entries drawn at random from those above:
| smiles | STK33 inh | OX1R FRET antag |
| --- | --- | --- |
| Cc1cccc(NC(=S)N2CCN(C(=O)c3ccco3)CC2)c1C | 0.2 | 7 |
| Cc1ccc2c(C(=O)CN3CCC(C(N)=O)CC3)c(C)[nH]c2c1 | -0.6 | 8 |
| Cc1cc(C)c(C(=O)CSc2nnc(C)c(=O)[nH]2)cc1C | -0.4 | 14 |
| COc1ccc(-c2noc(CCC(=O)N3CCN(c4cccc(OC)c4)CC3)n2)cc1 | nt | 9 |

Remaining list, next part
| smiles | STK33 inh | OX1R FRET antag |
| --- | --- | --- |
| CCc1ccccc1NC(=O)CN(C)S(=O)(=O)c1ccc(-c2ccc(=O)[nH]n2)s1 | -0.6 | 20 |
| Cc1cccc(NC(=S)NC2CCCCCC2)c1C | 7.6 | 15 |
| COc1ccc2c(c1)CCc1c(C(=O)N3CCOCC3)noc1-2 | -3.6 | 21 |
| CCCCN(CC(=O)NCc1ccc(Cl)cc1)S(=O)(=O)c1ccc2c(c1)OCCO2 | -3.3 | 14 |
| O=C(Cn1cnc2cc([N+](=O)[O-])ccc2c1=O)Nc1ccccc1Cl | 0.2 | 38 |
| COc1ccc(-c2csc(Nc3cccc(C)n3)n2)cc1C | 1.0 | nt |
| O=C(Nc1nnc(S(=O)(=O)N2CCCCC2)s1)c1ccccc1Br | -0.6 | 11 |
| O=C(CSc1ccc(-c2cccnc2)nn1)Nc1ccc(F)c(F)c1 | 0.8 | 7 |
| Cn1c(N=Nc2ccccc2)nc2ccccc21 | 34* | 64* |
| CCCCn1c(SCC(=O)Nc2cc(C)on2)nc2ccccc2c1=O | 0.8 | 13 |
| CC(C)(C)c1ccc(OCC(=O)NNC(=O)C2CCCO2)cc1 (configuration not stated) | -0.6 | 2 |
| CN1CCN(c2cc(N3CCN(C(=O)c4ccco4)CC3)c3c4c(onc24)-c2ccccc2C3=O)CC1 | 3.0 | 38 |
| O=C(O)c1cccnc1Sc1ccccc1Cl | nt | 16 |
| CNC(=O)c1ccc(C)c(NC(=O)C2=C(C)OCCS2)c1 | -0.7 | -6 |
| CCOC(=O)Cn1c(=O)cc(C)c2ccccc21 | nt | 7 |
| CCCS(=O)(=O)N1CCN=C1SCc1cccc(F)c1 | -1.8 | 1 |
| c1ccc2c(-c3nnc4n3CCCCC4)c[nH]c2c1 | -0.8 | 8 |
| Cc1cc(Br)ccc1OCCCCN1CCCCC1 | -1.6 | 10 |
| CN1CCN(CC(=O)N2CCn3c4c(c5cc(C6CCCCC6)ccc53)CCCC42)CC1 (configuration not stated) | -1.4 | -1 |
| COCCCn1c(SCc2cccc(OC)c2)nc2cc(OC)c(OC)cc2c1=N | 0.2 | 30 |

(continued)
| smiles | STK33 inh | OX1R FRET antag |
| --- | --- | --- |
| COc1ccc(OCc2n[nH]c(=S)n2Cc2ccco2)cc1 | -0.6 | 26 |
| Cc1ccc(CNS(=O)(=O)c2c(C(=O)N3CCCCC3)c(C)n(C)c2C)cc1 | -1.3 | -1 |
| CCOc1ccc(NC(=O)NC(C)c2ccc3c(c2)OCO3)cc1 (configuration not stated) | 0.7 | 38 |
| COc1ccccc1N1CCN(Cc2cc(Br)c(O)c3ncccc23)CC1 | -2.6 | 6 |
| Cc1[nH]c2ccccc2c1CN1CCc2ccccc2C1 | -2.0 | 6 |
| Cc1cccc(NC(=S)NCC(c2cccnc2)N(C)C)c1C (configuration not stated) | -3.0 | 8 |
| CCSc1nnc(NC(=O)C2C3CCC(C3)C2C(=O)O)s1 (configuration not stated) | 0.9 | 10 |
| COc1ccccc1NC(=S)N(CCCN1CCOCC1)Cc1ccccn1 | -2.7 | 17 |
| O=C(COC(=O)c1ccc(S(=O)(=O)NCc2ccco2)cc1)NCCC1=CCCCC1 | 0.2 | 14 |
| CCc1ccc(NC(=S)NC2CCN(Cc3ccccc3)CC2)cc1 | 1.0 | 4 |
